From PubChem BioAssay
MEKK2 mut-MEK5 – signal of MEK5 binding to mutant human MEKK2 PB1 domain; bead flow cytometry, Alexa488-MEK5 binding to MEKK2 mutant; percent response, % at 10 µM; 290,000 tested, 0.35% active; AID 1530; in the data active means percent response above about 24%, passing the limit was not always enough; further: inactives centre near 1; some results filed as inactive read as strong as hits
NS3 helicase inh – HCV NS3 helicase inhibition; 290,000 tested, 0.56% active; NS3 helicase DNA unwinding, Cy5 molecular beacon fluorescence; inhibition, % at 10.9 µM; AID 1800;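 active means inhibition above the mean of all tested compounds plus 3 SD, set per campaign, cut at about 35% in these data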;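 further: 0% = DMSO wells and 100% = thioflavine S control wells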
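Measured by: Cy5 fluorescence, 0 and 60 min reads / Assay system: NS3 helicase fragment of HCV / Control set: low DMSO, high thioflavine S at 110 µM / Times: 1 h reaction at 25 °C, ATP-initiated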
NALP1 inh – blocks the NALP1 inflammasome reconstituted in yeast; 280,000 tested, 0.61% active; inhibition, % at 10 µM; S. cerevisiae NALP1/ASC/caspase-1 growth, X-gal OD620, 72 h; in the data active means inhibition mostly above about 24%, no sharp cut-off; inactive means mostly below about 32%; further: some compounds called inactive have numbers as strong as hits
FID counter – counter-screen for HCV NS3 helicase inhibitors: DNA intercalator displacement | DNA fluorescent intercalator displacement, fluorescence | inhibition, % at 7.9 µM | 290,000 tested, 0.17% active | AID 1845; in the data active means inhibition above about 37%;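 further: 0% = vehicle and 100% = reference compound; higher means more ethidium bromide displaced from hairpin DNA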
IMP-1 inhibitor – inhibitors of Pseudomonas aeruginosa IMP-1 metallo-beta-lactamase | purified IMP-1, nitrocefin hydrolysis, epi-absorbance fluorescence | inhibition, % at 5.6 µM | 290,000 tested, 0.45% active;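 active means inhibition above the mean plus 3 SD of all compounds in the same screening run, cut at about 4.5% in these data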;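 further: 0% = IMP-1 with DMSO and 100% = DMSO wells lacking enzyme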
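System: purified IMP-1 / Input: IMP-1 dispensed at 0.2 nM / Medium: 50 mM HEPES pH 7.1, 50 µM ZnSO4, 0.05% Brij 35 / Timing: 15 min enzyme–compound preincubation, then 25 min nitrocefin reaction, 25 °C / Technique: plate fluorescence quenching by hydrolysis product, ex 480/em 530 nm / Repeats: singlicate testing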
MEKK2 WT-MEK5 – raises or lowers MEK5 binding to wildtype human MEKK2 PB1 domain; Q9Y2U5; binding response (% of control), % at 10 µM; bead flow cytometry, Alexa488-MEK5 binding to MEKK2 WT; actives lie on both sides; 290,000 tested, 1.1% active; in the data active means binding response below about 67% or above about 130%
VIM-2 inh – inhibitors of Pseudomonas aeruginosa VIM-2 metallo-beta-lactamase | purified VIM-2, nitrocefin hydrolysis, epi-absorbance fluorescence | inhibition, % at 5.6 µM | 290,000 tested, 0.89% active | AID 1527;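 active means inhibition above the mean of all tested compounds plus 3 SD, cutoff set per screening run, cut at about 7.5% in these data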;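 further: red hydrolysis product quenches plate fluorescence so inhibitors raise well fluorescence; 0% = enzyme with DMSO and 100% = DMSO without enzyme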
UBC9 SUMO inh – SUMOylation inhibition | HTRF SUMOylation assay, SAE1/SAE2 + UBC9, in vitro | inhibition, % at 35 µM | 290,000 tested, 0.36% active; in the data active means inhibition above about 50%, passing the limit was not always enough; further: strong numbers were not always called active
Target sequence (P63279 whole entry, looked up): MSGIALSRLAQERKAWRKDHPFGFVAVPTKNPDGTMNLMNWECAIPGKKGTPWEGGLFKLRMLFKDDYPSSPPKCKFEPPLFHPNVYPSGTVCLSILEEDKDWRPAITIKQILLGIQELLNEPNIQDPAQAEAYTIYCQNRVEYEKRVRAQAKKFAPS
PfM18AAP inh – blocks P. falciparum M18 aspartyl aminopeptidase | inhibition, % at 7.35 µM | AID 1822 | 290,000 tested, 1.2% active | recombinant PfM18AAP, H-Glu-NHMec fluorogenic cleavage;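 active means inhibition above the campaign mean inhibition over all tested compounds plus 3 SD, cut at about 28% in these data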;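 further: 0% = plate median of test compound wells and 100% = 2 mM ZnCl2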
An asterisk follows results filed as active; x = no result given; [ ] = another dose, or the depositor's remark.

SMILES	MEKK2 mut-MEK5	NS3 helicase inh	NALP1 inh	FID counter	IMP-1 inhibitor	MEKK2 WT-MEK5	VIM-2 inh	UBC9 SUMO inh	PfM18AAP inh
COc1ccc(S(=O)(=O)N(C)C2CCS(=O)(=O)C2)cc1OC (centres undefined)	9	0	6	1	-3.3	111	-2.5	22	1
CC1(C)CC(=O)C(/C=N/n2cnc3ccccc3c2=O)=C(O)C1	-5	-4	14	-1	-3.4	95	0.1	4	-12
Cc1cccc(OCC(O)Cn2c(NCc3cccnc3)nc3c2c(=O)[nH]c(=O)n3C)c1 (centres undefined)	6	1	9	-24	2.8	102	-0.5	1	4
CCc1nnc(NC(=O)[C@@H](NC(=O)c2ccc(C(C)(C)C)cc2)C(C)C)s1	-4	-9	23	-34	0.5	90	-1.9	-5	1
CCN(CC)CCNC(=O)C(C)c1nn(CC)c(=O)c2ccccc12 (centres undefined)	6	-2	-4	1	-3.9	104	-2.3	-30	-1
CC(=O)Nc1ccc(NC(=O)CCC(=O)OCC(=O)c2ccc(F)cc2)cc1	2	4	-10	-2	-1.5	104	-3.5	6	2
CC(C)[C@H](NC(=O)OCc1ccccc1)C(=O)OCC(=O)NC1(C#N)CCCC1	3	4	2	-9	-2.7	98	-1.1	-11	0
Cc1cc2cc3c(cc2nc1SCC(=O)N1CCN(C(=O)c2ccco2)CC1)OCO3	1	-6	-4	-32	1.6	99	-1.4	10	0
Cc1ccsc1C(=O)Nc1cccc(S(=O)(=O)N(C)C)c1	-1	7	29	-1	-3.8	100	-3.1	12	-1
Cc1ccccc1C(=O)N1CCC(C(=O)Nc2ccc(S(=O)(=O)N3CCCC3)cc2)CC1	3	-16	13	-30	-1.3	106	0.6	3	-7
CCN(CC)C(=O)CSc1n[nH]c(=S)n1N	-1	-6	3	-5	-3.4	103	-0.9	18	13
O=C(COc1ccccc1[N+](=O)[O-])N/N=C/c1ccncc1	-12	0	8	-5	-1.3	88	2.0	4	-7
Cc1[nH]c2ccccc2c1C(=O)C(=O)NCCCn1ccnc1	-3	1	7	1	-1.0	97	0.3	-15	-8
O=C(CCS(=O)(=O)c1cccc2nsnc12)N1CCN(C(=O)c2ccco2)CC1	-2	4	31	-5	-3.9	95	-4.1	-2	2
O=C(O)CCC(=O)Nc1ccccc1C(=O)NCc1ccco1	6	1	13	4	-4.4	103	0.8	7	3
O=C(c1cc(Br)c(Br)s1)N1CCN(C/C=C/c2ccccc2)CC1	6	-2	24	-12	-2.4	105	-4.3	6	-11
COc1cccc(NC(=S)NC(=O)/C=C/c2ccco2)c1	18	27	8	-11	-2.1	98	-2.1	11	6
Clc1ccc(OCc2nc(-c3ccncc3)no2)cc1	0	2	-39	-9	-2.6	96	-4.1	-8	4
COc1ccc(N(CC(=O)NCc2ccc(Cl)cc2)S(=O)(=O)c2c(C)n[nH]c2C)cc1	-2	-9	-2	-26	-4.0	98	-1.7	4	2
CN1CCN(C(=O)c2ccc3c(c2)S(=O)(=O)c2ccccc2C3=O)CC1	-28	1	0	8	0.7	74	6.1	0	-15
CCOC(=O)C1CCCN(Cc2nc(N)nc(Nc3ccccc3OC)n2)C1 (centres undefined)	1	-2	8	-10	-3.1	108	-1.1	3	-12
CC(C)(C)c1ccc(S(=O)(=O)NCC(=O)N2CCN(Cc3ccccc3)CC2)cc1	-2	-6	4	-23	-3.6	98	-2.9	-6	-1
CCCN(CCC)C(=O)c1ccc2c(c1)OCO2	0	20	14	-17	-3.5	104	-1.5	0	10
COc1ccc(/C=N/NC(=O)c2ccccc2O)cc1Cn1cc([N+](=O)[O-])cn1	4	0	-68	-5	-2.3	101	-3.2	10	5
O=C(N/C(=C/c1cccc([N+](=O)[O-])c1)C(=O)N1CCOCC1)c1ccccc1Br	6	19	5	-15	-1.7	97	-1.5	9	-10
COc1cccc2sc(N(CCN(C)C)C(=O)/C=C/c3cccs3)nc12	15	-28	-7	10	-2.5	130	-2.7	-2	4
COc1ccc(CNC(=O)CCCn2ncn3c(cc4occc43)c2=O)cc1	2	1	1	-22	-5.2	99	-1.8	4	11
S=C(NCCc1ccccc1)Nc1ccc(Nc2ccccc2)cc1	-5	-3	-3	-6	-3.1	95	-3.4	-24	4
O=C1c2ccccc2C(=O)N1c1ccc(Br)c2cccnc12	-1	1	0	-5	-0.1	102	2.7	-3	11
CN(C(=O)c1ccncc1)C1CCCCC1	2	1	-1	-5	-0.2	103	-0.7	6	0
CCOC(=O)c1ccccc1NC(=O)/C=C/c1cc(OC)c(OC)c(OC)c1	-1	-1	-1	-10	-4.1	103	-6.3	4	3
CCOC(=O)Cc1csc(SCC(=O)/C(C#N)=C(\C)N)n1	8	3	18	-1	-2.4	108	-0.4	4	18
CCC(C)C(=O)N1c2ccccc2C(=C2SC(C(=O)OC)=C(C(=O)OC)S2)C(=S)C1(C)C (centres undefined)	4	8	50	-1	-3.4	102	1.5	-21	-4
O=C(c1sc(N2CCOCC2)nc1-c1ccccc1)N1CCCCC1	0	1	19	-41	-7.0	104	-2.2	-5	-5
Clc1ncccc1-c1nc2ccccc2s1	-5	3	7	-1	-2.9	99	-0.2	20	4
CCOc1ccc(OCC)c(S(=O)(=O)NC2CC(C)(C)NC(C)(C)C2)c1	-1	12	6	9	-2.5	100	-0.5	6	-5
O=C(Cn1ncc2c(=O)oc3ccccc3c21)NCCC1=CCCCC1	9	-7	7	-4	-3.9	105	0.6	2	2
COc1ccc(-c2nc(CS(=O)CC(=O)NCCc3ccc(OC)c(OC)c3)c(C)o2)cc1 (centres undefined)	0	-2	24	-49	-0.2	101	0.5	-2	-8
Cc1ccc(Cl)cc1NC(=S)N(Cc1cccnc1)Cc1ccccc1Cl	-13	-4	14	-14	-0.9	71	-1.5	4	-5
COc1ccc(CNC(=O)C(=O)NCc2ccncc2)cc1	4	-1	8	-2	-1.4	102	-1.6	14	-5

Quoted at random: 4 compounds from above
SMILES	MEKK2 mut-MEK5	NS3 helicase inh	NALP1 inh	FID counter	IMP-1 inhibitor	MEKK2 WT-MEK5	VIM-2 inh	UBC9 SUMO inh	PfM18AAP inh
CC1(C)CC(=O)C(/C=N/n2cnc3ccccc3c2=O)=C(O)C1	-5	-4	14	-1	-3.4	95	0.1	4	-12
CC(C)[C@H](NC(=O)OCc1ccccc1)C(=O)OCC(=O)NC1(C#N)CCCC1	3	4	2	-9	-2.7	98	-1.1	-11	0
CCN(CC)CCNC(=O)C(C)c1nn(CC)c(=O)c2ccccc12 (centres undefined)	6	-2	-4	1	-3.9	104	-2.3	-30	-1
O=C(O)CCC(=O)Nc1ccccc1C(=O)NCc1ccco1	6	1	13	4	-4.4	103	0.8	7	3

Continued:
SMILES	MEKK2 mut-MEK5	NS3 helicase inh	NALP1 inh	FID counter	IMP-1 inhibitor	MEKK2 WT-MEK5	VIM-2 inh	UBC9 SUMO inh	PfM18AAP inh
O=C(NC(=S)Nc1ccc2oc(=O)ccc2c1)c1ccccc1F	1	3	4	0	-1.5	103	-0.5	16	4
O=C(c1ccc(Cl)cc1)N(Cc1ccco1)C1CCS(=O)(=O)C1 (centres undefined)	-32	12	12	-13	-1.2	1.0*[inhibitor]	-2.2	19	2
COCCNC(=O)c1c(N)n(CCCn2ccnc2)c2nc3ccccc3nc12	-6	33	8	10	-0.6	89	6.7	87*	16
O=C1CC(c2ccccc2)CN1S(=O)(=O)c1ccccc1 (centres undefined)	-3	4	-6	-5	-3.8	101	0.5	20	-2
CCn1c2ccccc2c2cc(CN3CCN(S(=O)(=O)CC)CC3)ccc21	-2	-7	26	-5	-3.0	106	-3.1	-18	-2
CCN(CC)S(=O)(=O)c1ccc(Cl)c(C(=O)Nc2ccc(Cl)cc2[N+](=O)[O-])c1	-1	-4	31	2	-1.4	102	-1.9	2	0
CSCCC(NC(N)=O)C(=O)NCc1cccc(Cl)c1 (centres undefined)	x	0	5	1	-4.1	x	-3.3	25	-2
COCCCNC(=S)NNC(=O)c1ccc(C(C)(C)C)cc1	-10	-6	0	-8	-1.0	72	-4.0	22	4
COc1ccc(OCCC(=O)NCc2ccccc2)cc1	2	-6	42	-4	-2.8	102	3.4	9	8
O=C(O)C1C2C=CC3(CN(Cc4ccccn4)C(=O)C13)O2 (centres undefined)	5	-4	12	4	-1.2	110	-2.2	-10	-2
Cc1cccc(C)c1NC(=O)CC(NCCc1ccccc1)C(=O)O (centres undefined)	-4	1	18	-4	-1.9	96	-1.2	-9	25
Cc1ccc(CNC(=O)COc2ccc(C)nc2[N+](=O)[O-])cc1	-3	18	16	-12	-2.6	90	0.4	-22	3
Cc1ccccc1C(=O)NC1CCN(CC(=O)Nc2ccc3c(c2)OCO3)CC1	-2	6	-4	-3	-1.3	107	-0.5	-2	-1
N#Cc1cccc(Nc2c3c(nc4ccccc24)CCC3)c1	-1	4	16	2	-2.5	97	2.3	10	9
CCOc1cc(-c2noc(CCCC(N)=O)n2)cc(Br)c1OC	-3	-3	32	-11	-0.4	100	-1.0	30	-6
O=C(NNC(=O)c1cccc2ccccc12)c1ccco1	2	5	22	-2	-2.8	115	-3.1	40	1
O=C(CN1CCCC1)Nc1ccc2c(c1)CCC2	1	12	13	11	-1.1	102	-2.5	16	3
O=C(C1=C(O)C(=O)N(CCCN2CCOCC2)C1c1ccccn1)c1cc2ccccc2o1 (centres undefined)	3	-4	-2	-10	-1.1	101	-1.2	10	2
COc1cc2c(C)nc3c(c(C)nn3-c3ccccc3)c2cc1OC	-4	-1	6	-2	-3.5	99	1.4	-15	-15
CCOC(=O)CC1C(=O)NCCN1C(=O)Nc1ccc(Cl)cc1 (centres undefined)	4	1	20	0	-1.1	103	-2.7	6	-2
CCS(=O)(=O)c1nc(S(=O)(=O)c2ccc(Cl)cc2)c(N2CCC(C(N)=O)CC2)s1	3	8	-6	-25	-1.3	101	-1.9	7	3
O=C(Nc1ccccc1)N1CCc2c([nH]c3ccccc23)C1C(F)(F)F (centres undefined)	4	-3	-1	-7	0.2	98	-2.1	-17	4
CC(c1ccccc1)C1CC(=O)N(CC(=O)O)C1=O (centres undefined)	-5	3	x	4	-0.6	96	-1.1	1	-3
O=C(NNc1cc(Cl)ccc1Cl)C1CCC1	-12	-1	13	-2	-2.6	96	-2.3	1	4
CCC(=O)N1CCc2cc(Br)cc(S(=O)(=O)NC3CCN(Cc4ccccc4)CC3)c21	-3	0	24	7	-1.4	102	-1.5	1	-2
Cc1ccc(C(=O)NCCc2csc(C)n2)cc1	2	0	37	-5	-5.0	98	-4.9	8	5
CCCCC(=O)Nc1ccc(C(=O)NNC(=S)NC(=O)c2ccccc2[N+](=O)[O-])cc1	1	4	11	-12	-1.9	101	-3.8	-18	3
COc1ccc(-c2csc(N(CCCN(C)C)C(=O)c3ccc(Br)cc3)n2)cc1	11	-66	30	18	-2.8	142*	-1.7	11	-11
O=C(COC(=O)CSCC(=O)N1CCCCC1)Nc1ccc(Cl)cc1	-3	4	13	-9	-0.2	93	-0.6	5	-9

Part of the list above, as a markdown table.
| canonical_smiles | MEKK2 mut-MEK5 | NS3 helicase inh | NALP1 inh | FID counter | IMP-1 inhibitor | MEKK2 WT-MEK5 | VIM-2 inh | UBC9 SUMO inh | PfM18AAP inh |
| --- | --- | --- | --- | --- | --- | --- | --- | --- | --- |
| CC(c1ccccc1)C1CC(=O)N(CC(=O)O)C1=O (centres undefined) | -5 | 3 | x | 4 | -0.6 | 96 | -1.1 | 1 | -3 |
| O=C(NNc1cc(Cl)ccc1Cl)C1CCC1 | -12 | -1 | 13 | -2 | -2.6 | 96 | -2.3 | 1 | 4 |
